# Screens deposited in PubChem by several laboratories.
# PG9 Ab binder – binds the HIV-1 gp120 antibody PG9 | 0.43% of 360,000 active | inhibition, % at 6.7 µM | TR-FRET gp120-PG9 antibody binding; in the data active means inhibition above about 8.5%
# ASAP1 GAP inh – inhibitors of human ASAP1 ArfGAP activity; 0.19% of 360,000 active; Q9ULH1; inhibition, % at 16.5 µM; ASAP1-stimulated ARF1 GTP hydrolysis, GDP FP detection; in the data active means inhibition above about 25%;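 further: 0% = vehicle with enzyme and substrate and 100% = no enzyme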
# Target sequence (Q9ULH1 325-724 limits assumed): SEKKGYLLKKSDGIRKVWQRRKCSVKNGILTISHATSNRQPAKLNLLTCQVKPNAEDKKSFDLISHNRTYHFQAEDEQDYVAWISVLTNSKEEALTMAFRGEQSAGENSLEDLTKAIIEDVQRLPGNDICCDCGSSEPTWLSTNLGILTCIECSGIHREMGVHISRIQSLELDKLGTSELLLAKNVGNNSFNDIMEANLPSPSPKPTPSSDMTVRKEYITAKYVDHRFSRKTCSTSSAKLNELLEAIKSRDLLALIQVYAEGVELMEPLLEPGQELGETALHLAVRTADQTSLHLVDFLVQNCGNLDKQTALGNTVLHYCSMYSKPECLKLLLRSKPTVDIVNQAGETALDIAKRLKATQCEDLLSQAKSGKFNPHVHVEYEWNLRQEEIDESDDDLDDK
# HTRA1 inh – inhibitors of human serine peptidase HTRA1 | inhibition, % at 5.96 µM | Q92743 | recombinant HTRA1, FP-rhodamine activity-based probe, fluorescence polarization | 0.5% of 340,000 active | AID 504803; in the data active means inhibition above about 36%;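 further: 0% = enzyme with DMSO and 100% = wells lacking enzyme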
# Target sequence (Q92743 whole entry, looked up): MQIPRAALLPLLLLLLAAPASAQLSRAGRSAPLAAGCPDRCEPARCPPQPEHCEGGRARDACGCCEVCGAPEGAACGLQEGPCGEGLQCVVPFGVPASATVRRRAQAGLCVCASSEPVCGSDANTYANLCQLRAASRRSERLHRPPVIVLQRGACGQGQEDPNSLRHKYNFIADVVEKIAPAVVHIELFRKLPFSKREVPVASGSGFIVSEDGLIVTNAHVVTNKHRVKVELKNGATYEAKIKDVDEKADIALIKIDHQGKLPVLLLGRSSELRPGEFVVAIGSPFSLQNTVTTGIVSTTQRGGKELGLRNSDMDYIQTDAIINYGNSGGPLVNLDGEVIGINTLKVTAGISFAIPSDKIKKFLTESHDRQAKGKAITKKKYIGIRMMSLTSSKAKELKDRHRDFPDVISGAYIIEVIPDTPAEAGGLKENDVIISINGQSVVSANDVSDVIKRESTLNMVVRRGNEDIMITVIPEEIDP
# NR1D1 modulator – modulators of human Rev-erb alpha DNA binding; AID 1259318; Rev-erbα–FITC-DNA binding, fluorescence polarization, 90 min; activity, % at 10 µM; 0.79% of 370,000 active;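 active means activity above about 14%, limit read from the data; passing the limit was not always enough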;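 further: 0% = DMSO wells with 35 nM protein and 100% = DMSO wells with 750 nM protein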
# ABHD4 inh – ABHD4 (mouse) inhibition, primary FP screen; purified mABHD4, FP-Rh probe fluorescence polarization; inhibition, % at 8.92 µM; 0.54% of 370,000 active;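 active means inhibition exceeding the mean over every tested compound plus 3 SD, cut at about 30% in these data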;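 further: 0% = plate median of compound wells and 100% = S159A mutant with DMSO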
#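 Doses – 8.92 µM, single dose · Material – wild-type mouse ABHD4 protein · Replication – single well per compound (singlicate) · Measure – percent inhibition of probe binding, normalized to plate controls · Schedule – 45 min compound pre-incubation plus 60 min probe step, 25 °C · Detection – fluorescence polarization with parallel and perpendicular emission, 525/598 nm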
# ARFGAP1 inhibitor – rat ARFGAP1 inhibition; 0.26% of 360,000 active; inhibition, % at 16.5 µM; Q62848; Arfgap1-stimulated ARF1 GTP hydrolysis, GDP FP detection;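 active means inhibition above a per-plate limit, mean inhibition of low control wells plus 3 SD, cut at about 25% in these data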;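 further: 0% = DMSO wells with enzyme and 100% = wells lacking Arfgap1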
# Target sequence (Q62848 1-136 limits assumed): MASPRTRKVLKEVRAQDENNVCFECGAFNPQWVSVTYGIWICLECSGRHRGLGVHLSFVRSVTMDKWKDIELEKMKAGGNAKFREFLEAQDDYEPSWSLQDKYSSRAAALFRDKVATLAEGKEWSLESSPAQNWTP
#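 Replicates: Single well per compound | Assay system: Truncated rat Arfgap1 GAP domain | Control set: No-Arfgap1 wells (100%) versus DMSO full-reaction wells (0%) | Times: Enzyme reaction 120 min at 25 °C after 20 min preincubation | Reagent: Human ARF1(Δ1-17)-GTP substrate | Measured by: Tracer-displacement fluorescence polarization with EDTA stop, 620/688 nm | Measure: Percent inhibition of Arfgap1-stimulated GTP hydrolysis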
# rCAG RNA binder – molecules binding r(CAG) RNA repeats | r(CAG) RNA repeat, TO-PRO-1 dye displacement fluorescence | inhibition, % at 3 µM | 1.3% of 370,000 active;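 active means inhibition above the plate cutoff, the mean of all test compounds on that plate plus 3 SD, cut at about 35% in these data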;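 further: 0% = DMSO alone and 100% = 100 µM mitoxantrone as full dye displacement; higher means more dye released from RNA so lower well fluorescence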
# NPR1 activator – GC-A (human) enzyme activation. P16066. HEK293 GC-A cells, cGMP TR-FRET, EC30 ANP; 0% at EC30 ANP, 100% saturating ANP. activation, % at 10 µM. 0.14% of 370,000 active. AID 1671463; in the data active means activation above about 40%
# SMARCA2 activ – increases SMARCA2 function in MMTV reporter cells. MG213 cells, MMTV-luciferase reporter, dexamethasone, overnight. activation, % at 9.1 µM. 1% of 370,000 active; in the data active means activation above about 7.8%;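 further: 0% = vehicle wells and 100% = reference activator wells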
# NPR2 activator – GC-B (human) receptor activation | activation, % at 10 µM | HEK293-GC-B cells, CNP EC30, cGMP TR-FRET; 0% at EC30 CNP, 100% saturating CNP | P20594 | 0.11% of 370,000 active;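 active means activation at 10 µM reaching about 35% in either raw or pattern-adjusted values, limit read from the data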
# * hit, by the source's call; . = no result given. An unsorted share of the library; 4.4% or so of the library scored in one or more.
canonical_smiles	PG9 Ab binder	ASAP1 GAP inh	HTRA1 inh	NR1D1 modulator	ABHD4 inh	ARFGAP1 inhibitor	rCAG RNA binder	NPR1 activator	SMARCA2 activ	NPR2 activator
CC(C)C(NC(=O)c1cccs1)c1nnc(SCC(=O)Nc2nccs2)n1C (configuration not stated)	-0.4	-2	-1	-6	1	2	-2	0	0	0
COC(=O)[C@]12C[C@H](CC(=O)NCc3cccc(C(F)(F)F)c3)C(=O)N(CCc3ccc(OC)c(OC)c3)C1=C[C@H](COCc1ccccc1)O[C@@H]2C	.	.	.	8	-10	.	2	-3	2	4
CC(=O)Cc1nsc(NC(=O)c2ccc(Br)o2)n1	0.5	-1	7	2	-1	3	-2	2	-1	3
Cc1ccc(S(=O)(=O)Nc2nc3ccccc3s2)cc1	0.2	2	-1	3	0	-10	26	4	1	1
COc1cccc2cc(-c3ccnc(N)n3)oc12	-1.8	-3	9	-2	-3	4	0	11	4	-2
COc1ccc(OC)c(S(=O)(=O)NCCCN2CCCC2=O)c1	-2.5	-8	-1	3	5	-4	0	0	-2	6
CN(CC(=O)Nc1cccc(F)c1)C(=O)c1ccc(-n2cncn2)c([N+](=O)[O-])c1	0.8	8	1	8	-1	-4	1	-1	0	-4
COc1ccccc1CNS(=O)(=O)c1c(C)nc2scc(C)n2c1=O	0.8	-2	-3	-5	-4	-4	-1	-3	-2	2
Cc1ccccc1-n1c(=O)n(Cc2ccc(C(=O)O)cc2)c(=O)c2[nH]cnc21	0.2	-6	1	4	0	12	1	2	-1	4
Cc1nnc(N2CCCC(C(=O)NCc3cccc(F)c3)C2)c2nn(-c3ccccc3)c(C)c12 (configuration not stated)	-0.4	-1	-8	-3	-2	-3	-8	0	0	-6
CSc1cccc(N2CC(C(=O)NCCN3C(=O)S/C(=C\c4cccnc4)C3=O)CC2=O)c1 (configuration not stated)	-1.3	6	6	-2	1	11	0	-3	-1	1
CSc1ccc(OC2(C)CCN(Cc3ccc(C(C)C)cc3)C2)cc1 (configuration not stated)	-2.4	8	.	-3	6	-1	0	0	0	0
O=[N+]([O-])c1cc(-c2cnc3ccccc3n2)ccc1Oc1ccc(Cl)cc1	-0.3	8	-2	0	-2	12	4	-6	0	-9
CCOC(=O)c1c(C)c(C(=O)NCc2cccs2)c(C)n1C	0.5	-6	1	-6	-1	-1	-5	-3	-1	2
O=C(NCc1ccccc1)C(c1ccc(F)cc1)N1CCN(CCN2CCOCC2)CC1 (configuration not stated)	3.4	-3	.	3	3	6	0	-2	-1	1
N#Cc1cn(CCOc2ccccc2F)c2ccccc12	-0.9	8	-40	7	-16	13	-1	-26	-2	-16
O=C(C1=C[C@H](c2coc3ccccc3c2=O)C[C@H](OCCCCO)O1)N1CCOCC1	-0.4	5	-8	-2	4	6	-3	1	1	2
CCC(=O)Nc1ccc(C(=O)n2nc(C)cc2C)cc1	-0.4	-6	4	2	10	7	-3	1	2	2
Cc1ccc(N(CC(=O)N2CCCCC2)S(=O)(=O)c2ccc(C)cc2)cc1	-0.1	-1	4	4	0	-1	-6	-5	-1	1
COc1ccc(/C=N/NC(=O)c2ccco2)cc1Cn1nc(C)c([N+](=O)[O-])c1C	0.1	4	-3	3	-1	-1	2	1	3	6
CCCCCC1C/C(=N\O)C=C(C)C1C(=O)OC (configuration not stated)	0.2	-3	.	4	-7	12	-10	-1	0	-13
CC(=O)c1cccc(NC(=S)NC(=O)Cc2ccccc2)c1	-0.4	3	-14	1	-11	5	-8	0	0	8
COc1cccc(/C=C/C(=O)OCC(=O)Nc2ccc3[nH]c(=O)[nH]c3c2)c1OC	0.1	6	-5	-5	-2	-1	-2	-3	-1	0
CCOc1cccc(C(=O)N/N=C/c2coc3ccccc3c2=O)c1	-1.2	-2	0	-3	4	5	-3	2	0	-7
Cc1nn(CC(=O)NCCCN2CCC(N3CCCCC3)CC2)c(=O)c2cc(-c3ccccc3)nn12	-1.6	-5	16	-2	-3	4	-3	2	3	2
COC(=O)C(NS(C)(=O)=O)(c1c(C)[nH]c2ccccc12)C(F)(F)F (configuration not stated)	-0.3	3	-2	0	2	5	7	-2	3	-1
CCc1nc2ccc(C(=O)NCCOc3ccc(OC)cc3)cn2c1N(CCN(C)C)CC1CC1	0.4	8	.	5	-1	-7	0	-4	-1	0
Cn1c(=O)n(C)c2cc(NS(=O)(=O)c3cccs3)ccc21	-1.8	-8	1	-4	6	-7	1	2	-4	2
Cc1c(C(=O)NCc2ccccn2)sc2nc(-c3ccccc3)cn12	-0.7	-1	-4	0	4	19	1	7	3	8
C[C@H]1CN([C@@H](C)CO)C(=O)CCCn2nncc2CO[C@H]1CN(C)S(=O)(=O)c1ccc(Cl)cc1	-2.5	-4	5	1	-4	-6	4	2	-3	4
CCOc1ccc(C(=O)NCC2(c3ccccc3)CCOCC2)cc1	-0.3	1	0	-10	-1	-2	-3	0	-1	0
C/C(=N\NS(=O)(=O)c1ccc(Br)cc1)c1ccncc1	0.1	3	-4	2	7	-2	-1	2	1	0
C=C1c2cc(C)ccc2NC(=O)N1c1ccc(C)cc1	0.6	-2	-4	-1	1	1	1	-4	0	4
CCC(CC)C(=O)Nc1cc(OC)c(OC)cc1C(=O)O	1.4	-4	-3	2	2	0	1	2	-1	2
CCSc1nnc([C@H](C)NC(=O)OC(C)(C)C)o1	-0.1	19	3	-1	2	10	-2	3	2	4
O=C(CN1CCN(C(=O)C2COc3ccccc3O2)CC1)Nc1ccccc1 (configuration not stated)	-1.9	10	2	-2	0	0	-4	0	0	3
Cc1ccccc1CN1CCN(C(=O)c2ccco2)CC1	0.1	3	3	-3	10	4	-4	1	0	7
COc1ccc(Cl)cc1NC(=S)NCCc1c[nH]c2ccccc12	-2.4	17	-16	3	-15	19	19	1	-1	-4
CCOc1ncccc1C(=O)OCc1cc(=O)oc2c(C)c(C)ccc12	-2.4	-2	-4	34*	5	9	3	7	-3	10
CC(C)c1ccc(S(=O)(=O)NC2CCCC2)cc1	0.5	0	-3	2	-12	-7	-6	3	-2	3

# Following part:
# Short forms: A = PG9 Ab binder; B = ASAP1 GAP inh; C = HTRA1 inh; D = NR1D1 modulator; E = ABHD4 inh; F = ARFGAP1 inhibitor; G = rCAG RNA binder; H = NPR1 activator; I = SMARCA2 activ; J = NPR2 activator
Structure: COC(=O)c1sccc1NC(=O)CSCCc1ccccn1
  A: -0.5; B: -1; C: 0; D: 0; E: 6; F: -2; G: -1; H: 3; I: -3; J: 0
Structure: CCN1CCN(C(=O)C2CCC(CNS(=O)(=O)c3ccccc3)CC2)CC1 (configuration not stated)
  A: -0.5; B: -13; C: 2; D: 2; E: 1; F: 8; G: -4; H: 2; I: 3; J: 0
Structure: CC(=O)N(C)c1ccc(NC(=O)Cc2cccs2)cc1
  A: -0.8; B: 12; C: -2; D: 3; E: 7; F: 5; G: 7; H: 0; I: -1; J: 0
Structure: Cc1ccc(S(=O)(=O)N2CCSC2)cc1C
  A: -2.4; B: -5; C: 1; D: -2; E: 3; F: -1; G: 0; H: 2; I: -3; J: 2
Structure: O=c1cc(-c2ccc(O)cc2)oc2c([C@@H]3O[C@H](CO)[C@@H](O)[C@H](O)[C@H]3O)c(O)c([C@@H]3O[C@H](CO)[C@@H](O)[C@H](O)[C@H]3O)c(O)c12
  A: -1.7; B: 3; C: -7; D: -3; E: 6; F: 7; G: 2; H: -1; I: 1; J: 3
Structure: CCOC(=O)Cn1cc(/C=C(\C#N)C(=O)N2CCOCC2)c2ccccc21
  A: -2.3; B: -13; C: 6; D: -1; E: 12; F: 6; G: -3; H: 3; I: -2; J: 2
Structure: Clc1cccc(OCCN2CCCC2)c1
  A: 0.1; B: 0; C: -11; D: -2; E: -2; F: -24; G: 0; H: 1; I: -1; J: 8
Structure: CC(=O)N[C@@H](C)c1nc2ccccc2n1CCCN1CCN(c2nc(-c3ccc(C)cc3)cs2)CC1
  A: 0.5; B: 7; C: -10; D: 2; E: 1; F: 4; G: 1; H: -3; I: -3; J: 1
Structure: O=Cc1ccc2noc(-c3ccc(F)cc3)c2c1
  A: 1.1; B: -16; C: -21; D: -3; E: 6; F: -2; G: -15; H: 0; I: 2; J: -3
Structure: Cc1ccc(N(C(=O)Cn2nnc3ccccc32)C(C(=O)NCc2ccco2)c2ccc(C)o2)cc1 (configuration not stated)
  A: 1.8; B: 2; C: -2; D: 5; E: -1; F: -14; G: -4; H: 0; I: -3; J: -4
Structure: CC(C#N)Sc1nnc(Nc2ccccc2)s1 (configuration not stated)
  A: -0.2; B: 1; C: -5; D: -3; E: 3; F: 4; G: -1; H: 6; I: -1; J: 1
Structure: CC(C)C[C@@H](CN1CCC[C@@H]1CN1C(=S)NC[C@@H]1Cc1ccccc1)N1C[C@H](Cc2ccc(O)cc2)N(CCc2ccccc2)C1=S
  A: -0.2; B: 4; C: .; D: 6; E: 0; F: 13; G: 9; H: -1; I: -4; J: -6
Structure: O=C(NCc1n[nH]c(=S)n1-c1cccc(C(F)(F)F)c1)c1ccco1
  A: -1.9; B: -9; C: 7; D: -2; E: 0; F: -4; G: 0; H: 4; I: -2; J: -1

# Not a retest: an excerpt of the list.
# Short forms: A = PG9 Ab binder; B = ASAP1 GAP inh; C = HTRA1 inh; D = NR1D1 modulator; E = ABHD4 inh; F = ARFGAP1 inhibitor; G = rCAG RNA binder; H = NPR1 activator; I = SMARCA2 activ; J = NPR2 activator
Structure: COC(=O)c1sccc1NC(=O)CSCCc1ccccn1
  A: -0.5; B: -1; C: 0; D: 0; E: 6; F: -2; G: -1; H: 3; I: -3; J: 0
Structure: CCN1CCN(C(=O)C2CCC(CNS(=O)(=O)c3ccccc3)CC2)CC1 (configuration not stated)
  A: -0.5; B: -13; C: 2; D: 2; E: 1; F: 8; G: -4; H: 2; I: 3; J: 0
Structure: CC(=O)N(C)c1ccc(NC(=O)Cc2cccs2)cc1
  A: -0.8; B: 12; C: -2; D: 3; E: 7; F: 5; G: 7; H: 0; I: -1; J: 0
Structure: Cc1ccc(S(=O)(=O)N2CCSC2)cc1C
  A: -2.4; B: -5; C: 1; D: -2; E: 3; F: -1; G: 0; H: 2; I: -3; J: 2
Structure: O=c1cc(-c2ccc(O)cc2)oc2c([C@@H]3O[C@H](CO)[C@@H](O)[C@H](O)[C@H]3O)c(O)c([C@@H]3O[C@H](CO)[C@@H](O)[C@H](O)[C@H]3O)c(O)c12
  A: -1.7; B: 3; C: -7; D: -3; E: 6; F: 7; G: 2; H: -1; I: 1; J: 3
Structure: CCOC(=O)Cn1cc(/C=C(\C#N)C(=O)N2CCOCC2)c2ccccc21
  A: -2.3; B: -13; C: 6; D: -1; E: 12; F: 6; G: -3; H: 3; I: -2; J: 2
Structure: Clc1cccc(OCCN2CCCC2)c1
  A: 0.1; B: 0; C: -11; D: -2; E: -2; F: -24; G: 0; H: 1; I: -1; J: 8
Structure: CC(=O)N[C@@H](C)c1nc2ccccc2n1CCCN1CCN(c2nc(-c3ccc(C)cc3)cs2)CC1
  A: 0.5; B: 7; C: -10; D: 2; E: 1; F: 4; G: 1; H: -3; I: -3; J: 1
